Screening results as filed in PubChem BioAssay.
KCNH2 3.1 block = KCNH2 3.1 (human) potassium channel inhibition | U2OS KCNH2 3.1, thallium flux FluxOr; hits give low values | activity change, % (tested at about 1.8 µM) | 340,000 tested, 0.95% active | AID 720553;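 active = maximum activity change below -70%; inconclusive = maximum activity change from -70% to -50%; inactive = maximum activity change above -50%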;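 note: thallium influx rate constant from kinetic fluorescence after stimulation buffer; % is set by controls: 0 for no effect and ±100 for the full control effect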
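FluxOr-based Tl+ influx in U2OS cells transduced with KCNH2 3.1 virus; rate constants normalized to DMSO controls.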
MLL CXXC-DNA inh = MLL CXXC-DNA interaction inhibition; 290,000 tested, 0.037% active; Potency, µM (series often up to 115 µM), for the others: at the top dose activity change, negative = inhibition, most hits filed as inhibitors; MLL-CXXC / FITC-HOXA9 DNA fluorescence polarization; Q03164; active = well fitted inhibition curve with a large enough effect in the polarisation, with a control signal flat, not every such curve was filed as active; inconclusive = small, poorly fitted or top-dose-only effect, or effect the other way, or a change in a side signal; inactive = no such curve, though single readings can be large or run the other way; the % refers to the polarisation; note: potency is the fitted concentration of half-maximal effect
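Fluorescence polarization: 7 uM MLL-CXXC (stock) preincubated 5 min with compounds, then 50 nM fluorescein-HOX-A9 DNA (stock) added; 30 min ambient. Buffer 50 mM Tris-HCl pH 7.5, 50 mM NaCl, 1 mM DTT, 0.05% BSA.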
B2AR arrestin = agonists driving beta-arrestin recruitment to human beta2-adrenergic receptor. P07550. beta-arrestin recruitment to beta2AR, cell-based reporter. Potency, µM (titrated, usually from 46.1 µM), for the others: top-dose activation, hits mostly activators. 330,000 tested, 0.02% active. AID 492947;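 note: potency is the fitted concentration of half-maximal effect; 0% = DMSO controls and full agonism = EC100 isoproterenol or metaproterenol; nearly all actives have a fitted effect of over 65% in size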
Coupling enz = inhibits coupling enzyme system, counter-screen for aldolase hits. coupling enzyme system counterscreen, AmpLite Red fluorescence. activity change, negative = inhibition, % at 58.2 µM, hits read low. 290,000 tested, 0.67% active. AID 2472; in the data active = activity change below about -30%; note: % is set by controls: 0 for no effect and ±100 for the full control effect
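Activity here indicates interference with the coupling reaction, not aldolase inhibition. Compounds at 57.5 uM final met coupling enzymes for 10 min at RT; substrate and AmpLite Red detection followed, with a 525/598 nm fluorescence read after 20 min.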
GALK inh = galactokinase (human) inhibition; P51570; Purified GALK, Kinase-Glo residual ATP luminescence; Potency, µM (series often up to 57.5 µM), without a hit: at the top dose activity change, negative = inhibition, hits mostly inhibitors; 270,000 tested, 0.007% active; AID 1868; note: potency is the fitted concentration of half-maximal effect; % is set by controls: 0 for no effect and ±100 for the full control effect
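Kinase-Glo Plus luminescence measured ATP left after a 1 h room-temperature reaction. The reaction used 5 nM GALK, 100 uM galactose and 35 uM ATP at pH 8.0 (20 mM HEPES, 5 mM MgCl2, 60 mM NaCl, 1 mM DTT, 0.01% BSA).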
KCNH2 WT inh = blocks the wildtype human KCNH2 potassium channel; Q12809; U2OS, BacMam KCNH2, thallium flux FluxOr; hits give low values; activity change, % at 1.84 µM; 340,000 tested, 0.37% active; AID 720551;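 active = maximum activity change below -70%; inconclusive = maximum activity change between -70% and -50%; inactive = maximum activity change above -50%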; note: % is set by controls: 0 for no effect and ±100 for the full control effect
Target sequence (Q12809 whole entry, looked up): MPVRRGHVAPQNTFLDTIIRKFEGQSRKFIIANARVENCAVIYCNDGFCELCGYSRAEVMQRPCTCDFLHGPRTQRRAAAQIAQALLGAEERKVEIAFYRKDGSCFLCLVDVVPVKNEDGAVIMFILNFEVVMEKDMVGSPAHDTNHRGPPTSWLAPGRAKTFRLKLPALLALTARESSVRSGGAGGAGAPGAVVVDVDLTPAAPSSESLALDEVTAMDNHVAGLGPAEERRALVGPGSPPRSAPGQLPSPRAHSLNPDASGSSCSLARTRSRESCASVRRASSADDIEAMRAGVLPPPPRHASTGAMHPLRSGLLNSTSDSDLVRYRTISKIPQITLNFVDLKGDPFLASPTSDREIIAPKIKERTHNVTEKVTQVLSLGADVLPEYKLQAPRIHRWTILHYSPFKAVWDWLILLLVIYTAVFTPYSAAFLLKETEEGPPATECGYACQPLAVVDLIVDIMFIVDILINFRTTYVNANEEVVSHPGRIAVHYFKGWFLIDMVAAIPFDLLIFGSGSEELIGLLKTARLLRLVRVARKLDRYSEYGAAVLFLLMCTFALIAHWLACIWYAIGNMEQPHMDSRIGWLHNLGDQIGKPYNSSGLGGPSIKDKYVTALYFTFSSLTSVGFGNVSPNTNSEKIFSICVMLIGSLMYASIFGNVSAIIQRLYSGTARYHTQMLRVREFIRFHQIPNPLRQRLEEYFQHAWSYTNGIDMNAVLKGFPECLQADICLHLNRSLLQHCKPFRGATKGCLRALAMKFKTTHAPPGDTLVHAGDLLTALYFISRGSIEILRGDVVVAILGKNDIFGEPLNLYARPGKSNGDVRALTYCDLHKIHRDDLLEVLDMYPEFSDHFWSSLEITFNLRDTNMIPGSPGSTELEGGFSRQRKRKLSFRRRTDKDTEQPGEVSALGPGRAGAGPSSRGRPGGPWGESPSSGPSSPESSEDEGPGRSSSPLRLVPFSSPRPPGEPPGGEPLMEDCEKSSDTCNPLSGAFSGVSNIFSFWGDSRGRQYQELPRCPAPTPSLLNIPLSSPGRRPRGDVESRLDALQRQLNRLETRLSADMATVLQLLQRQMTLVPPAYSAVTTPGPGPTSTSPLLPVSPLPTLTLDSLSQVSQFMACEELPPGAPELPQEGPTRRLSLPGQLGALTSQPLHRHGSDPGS
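U2OS cells transduced with wild-type KCNH2 virus are loaded with FluxOr dye for 45 min, and thallium flux is measured in kinetic reads before and after stimulation buffer. Rate constants are normalized to DMSO controls.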
Giardia kill = kills Giardia lamblia. 340,000 tested, 0.15% active. activity change, % at 7.66 µM, hits read low. Giardia lamblia trophozoite viability. AID 540267; in the data active = activity change below about -80%; inconclusive = between about -30% and that limit;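 note: parasites exposed to compound for two days anaerobically before the ATP read; % is set by controls: 0 for no effect and ±100 for the full control effect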
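Anaerobic 48 hrs incubation at 37 deg C of 100 trophozoites/well with test compounds; ATPLite 1-Step luminescence, 15-30 min RT, reports cellular ATP as viability.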
PKM2 act = increases activity of human pyruvate kinase M2. purified PKM2, Kinase-Glo ATP luminescence, activation; response scale: 0% is enzyme alone, no compound. 260,000 tested, 0.34% active. Potency, µM (highest dose often 57.5 µM), inactives show top-dose activation, most hits filed as activators. AID 1631. P14618; note: potency is the fitted concentration of half-maximal effect; % is set by controls: 0 for no effect and ±100 for the full control effect; nearly all actives have a fitted effect of over 55% in size
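ATP formation by purified human PK-M2, quantified via coupled luciferase luminescence after 1 h at room temperature with 0.1 mM ADP and 0.5 mM PEP final.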
TRPV1 agonist = human TRPV1 agonism | activation, % at 8.33 µM | TRPV1-expressing cells, Fluo-8 calcium influx, agonist mode | Q8NER1 | 320,000 tested, 0.19% active; in the data active = activation above about 80%; inconclusive = between about 30% and that limit; note: 0% is about no effect
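Fluo-8 calcium influx in TRPV1-expressing cells, kinetic read (ex 480/em 520 nm). Compound added and read 3 min for agonist activity, followed by capsaicin at EC20 final and 2 min further read for enhancement.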
Menin MLL FP TR = displaces Texas Red mutant MLL peptide from human menin; 270,000 tested, 0.23% active; Potency, µM (top dose mostly 61.6 µM), for inactives: at the highest dose FP activity change, negative = inhibition, actives largely listed as inhibitors; Menin + Texas Red MLL mutant peptide, fluorescence polarization; AID 1768; O00255; active = well fitted inhibition curve with a large enough effect in the polarisation, with a control signal flat, not every such curve was filed as active; inconclusive = small, poorly fitted or top-dose-only effect, or effect the other way, or a change in a side signal; inactive = no such curve, though single readings can be large or run the other way; the % refers to the polarisation; note: potency is the fitted concentration of half-maximal effect; % of control where 0% means no effect; many of its hits are not listed in these tables
USP2a inh = blocks human ubiquitin-specific protease USP2a; AID 463254; Potency, µM (series often up to 38.3 µM), without a hit: at the top dose activity change, negative = inhibition, most hits filed as inhibitors; USP2 core, Ub-CHOP2 coupled fluorogenic reporter, 485/531; O75604; 330,000 tested, 0.01% active;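 note: potency is the fitted concentration of half-maximal effect; plate controls were DMSO wells for no effect and full inhibition by NEM control for full effect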
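Cell-free coupled assay: 10nM USP2 core preincubated 30min RT with compound in Tris-HCl pH 8.0/CaCl2/CHAPS buffer, then 25nM Ub-CHOP2 and 25nM reporter substrate; fluorescence (Ex 485/Em 531) read after 60min RT, normalized to NEM inhibition, concentration-response curves fitted.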
An asterisk follows results filed as active; u = inconclusive; x = not tested or not shown; [ ] = remark or other dose. Unless noted, calls come from the whole dose curve; as a rule, active = well fitted curve in the direction sought with a large enough effect; inconclusive = small, poorly fitted or top-dose-only effect, or another doubt; inactive = no such curve, though single readings can be large; an effect the other way counts as inactive or inconclusive. Only part of the results is shown; rates above refer to the full screens.

No.	Structure	KCNH2 3.1 block	MLL CXXC-DNA inh	B2AR arrestin	Coupling enz	GALK inh	KCNH2 WT inh	Giardia kill	PKM2 act	TRPV1 agonist	Menin MLL FP TR	USP2a inh
1	CCOc1ccc(OCC)c(NC(=O)CN2CCN(c3cc(C)ccc3C)CC2)c1	-6	3%	-0.5%	-14	-1%	4	2	3%	-2	u	2%
2	Nc1nc(-c2cc(-c3ccccc3)no2)cs1	-3	1%	0.2%	-3	-1%	-5	9	x	9	u	1%
3	O=C(NC(Cc1ccccc1)C(=O)O)/C(=C\c1ccco1)NC(=O)c1ccco1 (stereo not given)	-8	3%	0.9%	0	2%	-8	0	1%	3	10%	6%
4	COc1ccc(N2CCN(C(=O)c3nn(C)c4c3CS(=O)(=O)c3ccccc3-4)CC2)cc1	-4	-1%	0.5%	x	-2%	3	13	x	2	x	4%
5	COc1ccc(NC(=O)/C=C/c2ccco2)cn1	5	-3%	-0.2%	-4	8%	-10	-2	4%	u	3%	6%
6	O=C(NNC(=O)C1CC(c2cccs2)=NO1)Nc1ccccc1 (stereo not given)	5	u	-0.6%	3	7%	0	-3	-3%	-3	13%	1%
7	Cc1cc(C)c2nc(NNC(=O)c3ccc(S(=O)(=O)N4CC(C)CC(C)C4)cc3)sc2c1 (stereo not given)	1	-6%	-1.3%	10	x	-5	22	4%	-1	10%	-20%
8	CC(=O)c1cc(CN2CCC(n3nccc3NC(=O)c3ccccc3Cl)CC2)cs1	-10	0%	-0.4%	x	1%	22	-1	-6%	-1	x	1%
9	COc1ccc(N(CC(=O)Nc2ccccc2F)S(=O)(=O)c2ccc(OC)c(OC)c2)cc1	-14	8%	-1.2%	4	-2%	2	-5	2%	-4	-4%	-3%
10	COc1ccc([N+](=O)[O-])cc1NC(=O)Cn1ccsc1=N	-27	2%	-0.7%	0	1%	5	-21	3%	2	-5%	3%
11	C=CCn1c(COc2ccccc2)nnc1SCC(=O)N/N=C/c1ccc(C)cc1	-7	-8%	-0.1%	0	-8%	-14	-11	0%	x	x	1%
12	CN(C)c1nc(Oc2ccc(C(=O)OCC(=O)Nc3ccccc3)cc2)nc(N(C)C)n1	-8	-7%	-0.5%	-1	10%	-6	-5	-2%	3	u	-2%
13	CC(/C=N/N1CCN(c2ccc(C)cc2)CC1)=C\c1ccccc1	-12	5%	-0.2%	1	-3%	-14	-6	1%	0	-14%	7%
14	COc1ccc(-c2cc(=O)n(CCC#N)[nH]2)cc1	20	-4%	-1.6%	-3	2%	9	-6	-3%	-3	6%	2%
15	Cc1ccc(/C=C/C(=O)Nc2cc(S(N)(=O)=O)ccc2O)cc1	-6	12%	-1.0%	0	1%	-18	-4	-2%	14	u	0%
16	O=C(O)c1ccc2c(c1)C(=O)N(c1cccc3ccccc13)C2=O	26	3%	-0.2%	10	2%	1	-10	x	-4	-6%	0%
17	O=C(CNCc1ccc(Cl)cc1)Nc1ccc(C(=O)N2CCCCCC2)cc1	-49	-1%	-0.4%	4	4%	9	-12	8%	2	-30%	3%
18	Cc1cc(CNC(=O)Cc2ccc(F)cc2)c2ccccc2n1	1	-10%	-0.3%	4	4%	-4	4	-7%	19	-2%	1%
19	CC(C)(C)CN1CCC(Oc2cccc(C(=O)N3CCC[C@H]3CO)c2)CC1	-4	2%	0.0%	1	9%	-29	-15	x	6	-15%	0%
20	O=C(CN1CCC(NC(=O)C2CCCCC2)CC1)Nc1cccc(F)c1	10	0%	0.0%	-2	-2%	15	-2	2%	0	2%	0%
21	CCCNC(=O)C(=O)c1cccn1-c1ccsc1C(=O)OC	7	-7%	-0.3%	2	-2%	1	-10	-1%	-6	4%	1%
22	O=C(CSc1ccsc1[N+](=O)[O-])NCCc1ccccc1	-1	0%	0.2%	1	-1%	9	u	1%	1	x	0%
23	O=C(CSc1nnc(-c2ccc(Cl)s2)o1)N1CCOCC1	x	0%	0.2%	-7	3%	x	x	-13%	1	0%	0%
24	COC(=O)c1cc(Br)c(=O)n(-c2ccc(OC)cc2)c1	0	4%	-1.2%	0	0%	-1	-5	0%	0	6%	2%
25	O=C(NCc1ccc(Cl)cc1Cl)C1CCN(S(=O)(=O)c2ccc3c(c2)OCCCO3)CC1	-9	-1%	0.3%	2	0%	3	20	u	-1	-2%	3%

Next part:
No.	Structure	KCNH2 3.1 block	MLL CXXC-DNA inh	B2AR arrestin	Coupling enz	GALK inh	KCNH2 WT inh	Giardia kill	PKM2 act	TRPV1 agonist	Menin MLL FP TR	USP2a inh
26	CCOC(=O)CN1C(=O)SC(CC(=O)Nc2nccs2)C1=O (stereo not given)	-4	-3%	-0.7%	3	3%	0	3	0%	-1	-1%	0%
27	Cc1ccc(S(=O)(=O)N2[C@@H](c3cccc4ccccc34)C(C(=O)O)=C[C@H]2C(C)(C)C)cc1	-27	x	8.8%	x	x	-7	-22	x	x	x	2%
28	Cc1nn(-c2cc(Cl)ccc2N)c(=O)c2ccccc12	24	1%	-0.2%	3	1%	5	-2	0%	-3	20%	0%
29	CCn1c(SCCN2CCCCC2)nnc1-c1ccc(S(=O)(=O)N2CCOCC2)cc1	-15	-5%	-0.1%	-1	0%	-8	-7	-3%	-1	-1%	2%
30	COc1ccc(CCN2CN(S(=O)(=O)c3ccccc3)c3nc4ccccc4nc32)cc1	6	2%	-0.4%	-1	-2%	-2	17	5%	15	u	1%
31	COc1ccc(CN(C)C(=O)C(Cc2ccccc2)NC(=O)c2ccccc2)c(OC)c1 (stereo not given)	1	x	0.3%	x	x	2	3	x	-4	x	-7%
32	O=C(COc1ccc(Cl)cc1Cl)N/N=C/c1ccc[nH]1	3	11%	0.1%	-4	3%	5	17	x	9	33%[activator]	0%
33	CS(=O)(=O)N(Cc1ccccc1)c1ccc(C(=O)Nc2ccc(C(N)=O)cc2)cc1	-9	18%	0.1%	3	0%	26	-16	-5%	0	10%	1%
34	O=c1[nH]c(C2CCCN(S(=O)(=O)c3ccccc3)C2)nc2c1nnn2Cc1ccc2c(c1)OCCO2 (stereo not given)	-7	22%	-0.3%	x	-4%	0	-5	x	0	x	2%
35	COc1ccc(-c2csc(NC(=O)c3ccccc3OC)c2C(=O)O)cc1OC	10	2%	0.4%	-19	-9%	-19	10	-2%	-2	-6%	-1%
36	C=CCN(Cc1ccc(Cl)s1)C(=O)c1ccc(F)c(S(=O)(=O)N2CCOCC2)c1	-14	x	0.2%	x	x	103	6	x	x	x	1%
37	CCOC(=O)c1c(/N=C/N(C)C)sc(/C=N/Nc2ccccc2)c1-c1ccc(Cl)cc1	-12	-2%	-0.3%	-2	-1%	5	13	0%	2	u	-3%

Some of these compounds in order of SMILES length, smallest number first:
No.	Structure	KCNH2 3.1 block	MLL CXXC-DNA inh	B2AR arrestin	Coupling enz	GALK inh	KCNH2 WT inh	Giardia kill	PKM2 act	TRPV1 agonist	Menin MLL FP TR	USP2a inh
28	Cc1nn(-c2cc(Cl)ccc2N)c(=O)c2ccccc12	24	1%	-0.2%	3	1%	5	-2	0%	-3	20%	0%
31	COc1ccc(CN(C)C(=O)C(Cc2ccccc2)NC(=O)c2ccccc2)c(OC)c1 (stereo not given)	1	x	0.3%	x	x	2	3	x	-4	x	-7%
34	O=c1[nH]c(C2CCCN(S(=O)(=O)c3ccccc3)C2)nc2c1nnn2Cc1ccc2c(c1)OCCO2 (stereo not given)	-7	22%	-0.3%	x	-4%	0	-5	x	0	x	2%
27	Cc1ccc(S(=O)(=O)N2[C@@H](c3cccc4ccccc34)C(C(=O)O)=C[C@H]2C(C)(C)C)cc1	-27	x	8.8%	x	x	-7	-22	x	x	x	2%
